Assay outcomes deposited in PubChem BioAssay by ICCB-Longwood Screening Facility, Harvard Medical School.
PV pol inh: poliovirus RNA polymerase inhibition | P03300 | poliovirus polymerase elongation, fluorescence polarization; stronger effect = lower value | % elongation, % (compound at 16.7 µg/mL) | hit rate 0.66% among 150,000 | AID 588519; in the data active = % elongation below about 90%; also: some results filed as inactive read as strong as hits
Target sequence (P03300 1749-2209 limits assumed): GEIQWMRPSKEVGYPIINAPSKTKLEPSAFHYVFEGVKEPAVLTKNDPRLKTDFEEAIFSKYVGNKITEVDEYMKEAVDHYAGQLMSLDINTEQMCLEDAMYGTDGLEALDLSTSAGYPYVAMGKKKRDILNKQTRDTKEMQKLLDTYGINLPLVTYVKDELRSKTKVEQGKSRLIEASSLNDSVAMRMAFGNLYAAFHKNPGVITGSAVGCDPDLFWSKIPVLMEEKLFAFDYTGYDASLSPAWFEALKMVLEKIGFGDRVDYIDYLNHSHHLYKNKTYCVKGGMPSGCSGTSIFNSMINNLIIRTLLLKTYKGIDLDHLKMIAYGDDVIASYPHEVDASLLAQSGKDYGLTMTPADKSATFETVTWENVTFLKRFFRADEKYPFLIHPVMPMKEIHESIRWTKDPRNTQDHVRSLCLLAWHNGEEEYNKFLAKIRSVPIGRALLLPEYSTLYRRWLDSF
PV pol inh FP z-score: further read-out of PV pol inh, marked with its call; z-score; measured here: FP z-score; hits read low
Active calls of the source: *; & = joins results of further samples. A portion of the library, so the mix of outcomes need not match the whole.

Preview:
canonical_smiles,PV pol inh FP z-score,PV pol inh
O=C(CSCc1cnn(-c2ccccc2)c1-n1cccc1)NCc1cccc(Cl)c1,0.9,112.0
O=C1c2[nH]nc(-c3ccccc3O)c2C(c2cccc(Cl)c2)N1Cc1cccnc1 (configuration not stated),-1.2,101.0
Cc1nn(CCC#N)c2[nH]c(=O)cc(C(F)(F)F)c12,0.4,104.0
O=C(NCc1ccco1)c1oc(=O)c2ccccc2c1-c1ccccc1,-0.7,100.0

Main list (from the top)
canonical_smiles,PV pol inh FP z-score,PV pol inh
O=C(CSCc1cnn(-c2ccccc2)c1-n1cccc1)NCc1cccc(Cl)c1,0.9,112.0
O=C1c2[nH]nc(-c3ccccc3O)c2C(c2cccc(Cl)c2)N1Cc1cccnc1 (configuration not stated),-1.2,101.0
Cc1nn(CCC#N)c2[nH]c(=O)cc(C(F)(F)F)c12,0.4,104.0
O=C(NCc1ccco1)c1oc(=O)c2ccccc2c1-c1ccccc1,-0.7,100.0
CCOC(=O)CSC1=C(C#N)C(c2ccccc2Cl)C(C(=O)OC)C(=O)N1 (configuration not stated),-0.2,100.0
Cc1ccc(Cl)cc1NC(=O)c1oc2ccc(S(=O)(=O)N3CCC4(CC3)OCCO4)cc2c1C,0,110.0
Cc1cc(C(=O)OCC(N)=O)c(C)o1,1,103.0
Cc1cccc(-c2nc(Cn3c(SCc4cccc(C(F)(F)F)c4)nc4ccncc43)c(C)o2)c1,-1.4,103.0
CCc1ccc(-c2nn(-c3ccccc3)cc2/C=C(/C#N)C(N)=O)cc1,-0.3,99.0
O=c1oc2ccccc2c2c1ncn2CCN1CCCC1,-0.8,99.0
COc1cc(NC(=O)c2nnn(CC(=O)Nc3cc(C)ccc3C)c2N)cc(OC)c1,0.7,113.0
COC(=O)c1ccc2c(c1)C(=O)/C(=C/c1cn(-c3ccccc3)nc1-c1ccccc1)O2,-0.7,101.0
Cc1ccc(CNS(=O)(=O)c2cc(C(=O)Nc3ccc(C(C)C)cc3)ccc2F)cc1,-0.6,105.0
Cc1noc(C(F)(F)F)c1-c1nnc(-c2cccc(C(F)(F)F)c2)o1,0.6,107.0
CCCCC1C(=O)NN(C2CCSC(C)(C)C2)C1=O (configuration not stated),-0.1,101.0
CC(NC(=O)Cc1ccccc1)c1ccccc1 (configuration not stated),0.1,102.0
O=C(NCC(c1ccc2c(c1)OCO2)N1CCN(c2ccccc2)CC1)c1ccccc1F (configuration not stated),-0.2,101.0
CN1CCN(Cc2ccccc2)CC1,1,104.0
NCCN1C(=O)c2[nH]nc(-c3ccccc3)c2C1c1ccccc1 (configuration not stated),-0.5,99.0
O=C(CCCn1c(=O)[nH]c2cc(Cl)ccc2c1=O)NC1CCCCCCC1,0.7,104.0
N#CC(O[C@@H]1O[C@H](CO[C@@H]2O[C@H](CO)[C@@H](O)[C@H](O)[C@H]2O)[C@@H](O)[C@H](O)[C@H]1O)c1ccccc1 (some centres not stated),0.5,102.0
CCN(CC)c1nn2c(=O)c(C(=O)NCc3cccc(OC)c3OC)cnc2s1,0.2,108.0
O=C(COc1ccccc1)Nc1ccccc1N1CCCCC1,0,104.0
COc1ccc(C)c2sc(N(Cc3cccnc3)C(=O)COc3ccccc3)nc12,1.3,113.0

Copied from the list.
Value of CCN(CC)c1nn2c(=O)c(C(=O)NCc3cccc(OC)c3OC)cnc2s1 in PV pol inh: 108.0
Value of O=C(COc1ccccc1)Nc1ccccc1N1CCCCC1 in PV pol inh: 104.0

Additional compounds:
canonical_smiles,PV pol inh FP z-score,PV pol inh
CCN(CC)C(=O)CSc1nc(C)cc(=O)[nH]1,-0.5,101.0
CC1(C)Cc2nc3sc4c(N5CCOCC5)ncnc4c3cc2CO1,-0.1,102.0
CC(=O)NS(=O)(=O)c1ccc(NC(=O)C2CCCC2)cc1,0.4,103.0
CC(C)(C)c1csc(NC(=O)/C=C/c2ccccc2)n1,-0.1,103.0
COc1ccc(/C=C2\OC(=S)N(C)C2=O)cc1,0.5,104.0
COc1ccc(S(=O)(=O)N2CCC(NC(=O)NCCN3CCCCC3)CC2)cc1,-0.2,101.0
CC(C)Cc1nn2c(=O)cc(COC(=O)CNC(=O)c3ccc(C(C)(C)C)cc3)nc2s1,1.1,112.0
O=C(O)C1C2CC3CC(C2)CC1(n1ncc(N2CCOCC2)c(Cl)c1=O)C3 (configuration not stated),-0.1,103.0
O=C(Cn1c(-c2ccccc2)noc1=O)Nc1cccc(Cl)c1Cl,0.2,103.0
CCOC(=O)c1[nH]c(C)c(C(=O)OCc2c(C)noc2C)c1C,0.5,106.0
COc1ccc(OC)c(NC(=O)C(C)n2c(=O)c(-c3ccccc3NC(C)=O)nc3ccccc32)c1 (configuration not stated),-0.2,106.0
c1ccc(CNc2cccc3nonc23)cc1,-1.2,100.0
CC(=O)Nc1ccc(NC(=O)CSc2nccn2Cc2ccc3c(c2)OCO3)cc1,-1.6,100.0
CCOc1ccc(S(=O)(=O)c2c(C(=O)c3ccc(CC)cc3)cnc3ccc(C)cc23)cc1,0,106.0
Cc1noc2nc(-c3ccccc3)cc(C(F)(F)F)c12,0.6,103.0
O=C(CSc1nnc(CNC(=O)c2cccs2)o1)NC1CCCC1,-0.9,100.0
COc1ccc(C(=O)NCCS(=O)(=O)N2CCN(C(=O)c3ccco3)CC2)cc1,0.2,105.0
Cn1cnnc1SCC(=O)Nc1ccc(C#N)cc1,-0.5,101.0
Clc1ccc2c(c1)NC(c1ccncc1)=NC(c1cccs1)=N2,-1.6,102.0
COCCNC(=O)CCC(=O)NNc1nc2ccccc2c2nc(C)nn12,-7.8*,30.0*
CC(CCc1ccccc1)N1CCN(c2ccccc2F)CC1 (configuration not stated),-0.1,99.0
COC(=O)c1cc2c(C(F)(F)F)nn(C)c2s1,0.2,105.0
NNC(=O)c1ccco1,-0.9,98.0
Cc1ccc(CN(C(=O)COc2cccc(Cl)c2)c2ccccn2)o1,0.1,108.0
Cc1nc2cc(-c3ccccc3)nn2c(C)c1CCC(=O)Nc1ccc(F)cc1F,-0.3,104.0
CN(CC(=O)Nc1ccc(F)c(F)c1F)C(=O)c1ccc(N2CCCC2=O)cc1,0.1,105.0
Cc1ccc(C)c(CN2C(=O)CSc3ccc(C(=O)NCCc4ccc(Cl)cc4)cc32)c1,1,108.0
C=CCc1cccc2cc(C(N)=S)c(=N)oc12,-0.2,102.0
CCNC(=O)CSc1n[nH]c(-c2ccc(C)cc2)n1,0.4,105.0
CCCC(=O)Nc1ccc(NC(=O)c2ccc(OC)cc2)cn1,0.1,101.0
O=C(C1CC1(c1ccccc1)c1ccccc1)N1CCCCC1 (configuration not stated),-0.5,99.0
CC1=NN(CCC#N)C(c2ccccc2)C1 (configuration not stated),-0.1,101.0
O=C(O)c1ccc(-c2cnc3ccccc3n2)cc1,-0.2,100.0
O=C(Nc1ccccn1)c1ccc(Cl)s1,0.2,101.0
Cc1ccc(NC(=O)CSc2nc(-c3ccccc3Cl)nc3cc(=O)[nH]n23)c(C)c1,-2.1,97.0
CCOc1ccc(-n2nc(CO)c(C(=O)NCc3cccc(OC)c3)n2)cc1,-0.4,105.0
Cc1ccc2nc(C)nc(-c3ccccc3)c2c1,-0.1,101.0
N#CCSc1nn(-c2ccc(F)cc2)c(=S)s1,0.6,108.0
CCCCN(CC)C(=O)c1cc2c(-c3ccc(Cl)cc3)nn(C)c2s1,0,102.0
CN=C(Cc1ccccc1)C1=C(O)CC(C)(C)CC1=O,-0.4,98.0
CN(C)C(=O)CN1CCN(c2ccc(F)cc2)CC1,1,105.0
O=C(CC12CC3CC(CC(C3)C1)C2)N1CCC(O)(c2ccc(Cl)cc2)CC1,-0.5,100.0
CCOC(=O)c1ccccc1NC(=O)c1nn(-c2ccc(OC)c(Cl)c2)c(=O)c2c1c1ccccc1n2C,0.5,107.0
CCc1nc2c(cnn2-c2ccc(C)cc2)c(=O)n1-c1ccc(C)cc1,0.8,112.0
CCCCn1cnc2c1c(=O)[nH]c(=O)n2CCC,0.6,109.0
CCOC(=O)c1ccccc1NC(=O)Cn1c(=O)n(-c2cccc(C)c2)c(=O)c2c1c1cc(C)ccc1n2C,1.2,109.0
CCOC(=O)C1CCCN(C(=O)CCc2ccccc2)C1 (configuration not stated),-0.2,103.0
CCOC(=O)/C=c1\s/c(=C\c2ccccn2)c(=O)n1CC(=O)N1c2ccccc2CC1C (configuration not stated),0.3,105.0
O=C(CSc1nccn1-c1ccc(F)cc1)Nc1cccc2ccccc12,-0.8,104.0
O=C(Cc1ccccc1)Nc1c2c(nn1-c1ccc(Cl)cc1)CSC2,0.6,105.0
Cc1ccccc1C(=O)Oc1c(-c2ccco2)oc2ccccc2c1=O,0.4,102.0
Cc1ccc(Cn2cccc(C(=O)N3CCc4ccccc43)c2=O)cc1,0.1,102.0
Oc1c(C(c2ccc(F)cc2)N2CCCC2)sc2nc(-c3ccco3)nn12 (configuration not stated),0.3,107.0
C=CCn1c(C)cc(C(=O)CSC2=Nc3ccccc3C3CC=NN23)c1C (configuration not stated),0.1,102.0
CC1Cc2ccccc2N1C(=O)COC(=O)c1ccccc1NC(=O)c1ccco1 (configuration not stated),0.5,106.0
Cc1nccc2[nH]c(=O)c(C(=O)NCc3ccc(Cl)cc3)cc12,0.5,103.0

Next results
canonical_smiles,PV pol inh FP z-score,PV pol inh
O=C(NNC1=NCCC1)c1cccc(S(=O)(=O)Nc2ccc(Cl)cc2)c1,0.2,103.0
CCOC(=O)/C(=N\Nc1ccccc1)N1CCN(S(=O)(=O)c2cccc(Br)c2)CC1,-0.2,99.0
O=C(Cc1ccccc1)SC1=NCCS1,-0.2,102.0
Cc1ccc(N(CC(C)C)S(=O)(=O)c2nnc(NC(=O)C(C)C)s2)cc1,0.6,111.0
Cc1ccc(C)c(NC(=O)C(Sc2nnnn2Cc2cccs2)c2ccccc2)c1 (configuration not stated),-0.4,97.0
CC(C)=CCCC(C)CN1CCC(O)CC1 (configuration not stated),-0.1,100.0
COc1cccc(-c2nc(CS(=O)(=O)CC(=O)N3CCN(c4cc(C)ccc4C)CC3)c(C)o2)c1,-0.7,100.0
O=c1oc2ccccc2n1CNc1cccc(Cl)c1,0.3,103.0
COc1cc(OC)c(Nc2nc3ccccc3nc2-n2nc(C)cc2C)cc1Cl,-1.5,100.0
Cc1ccccc1-c1nc2cc(NC(=O)c3cccc(OCCC(C)C)c3)ccc2o1,0.3,105.0
O=C1Cc2cc(C(=O)CSc3nnc(-c4ccoc4)c(-c4ccoc4)n3)ccc2N1,-2,97.0
CCOc1ccc(S(=O)(=O)Nc2cccc(-c3ccc(N4CCCC4)nn3)c2)cc1,-2.3,96.0
COc1ccc(CN2CCSCC2)c(OC)c1OC,-0.3,99.0
Nc1ccc2oc(-c3ccccc3Br)nc2c1,0.5&-0.1,106.0&101.0
CCOc1ccc2c(c1)c(=O)c(S(=O)(=O)c1ccc(CC)cc1)cn2Cc1cccc(Cl)c1,0.3,105.0
CCN(CC)C(=O)c1cn(-c2ccccc2)nc1C12CC3CC(CC(C3)C1)C2,-0.1,102.0
Cc1ccc(F)cc1NC(=O)CSc1nc(-c2cccs2)cc(C(F)(F)F)n1,-0.4,101.0
O=C(CSc1nccn1-c1ccc(F)cc1)Nc1ccc(OC(F)(F)F)cc1,0.7,110.0
CC(C)(C)c1noc2nc(-c3cccs3)cc(C(F)(F)F)c12,0.1,102.0
O=C(CC1C(=O)NCCN1C(=O)Nc1ccccc1)Nc1cccc(C(F)(F)F)c1 (configuration not stated),-0.1,99.0
CC1C(=O)C2(CCCCC2)C(=O)OC1c1ccccc1 (configuration not stated),0.5,108.0
CCOC(=O)c1sc(NC(=O)c2nc(SCC)ncc2Cl)c(C(=O)OCC)c1C,0.6,124.0
Cc1c(C(=O)c2cccc3ccccc23)c2cccc3c2n1[C@H](CN1CCOCC1)CO3,0.1,100.0
NC(=O)CNC(=O)c1ccc(C(F)(F)F)cc1,0.5,105.0
CC(=O)Nc1ccccc1-c1nc2ccccc2n(C(C)C(=O)Nc2cc(Cl)ccc2C)c1=O (configuration not stated),0.8,111.0
CCOC(=O)c1sc(-c2ccccc2)nc1OC(=O)c1ccc(C(F)(F)F)cc1,0.7,107.0
CC1CCN(C(=O)c2cccn3c(=O)c4c5c(sc4nc23)CCCC5)CC1,0,102.0
CC1CCCCN1S(=O)(=O)c1ccc(C(=O)Nc2nnc(C3CC3)o2)cc1 (configuration not stated),-0.1,101.0
CCS(=O)(=O)N1CCc2cc(C(=O)Nc3cc([N+](=O)[O-])ccc3C)ccc21,-0.1,107.0
Cc1cc(C)nc(NS(=O)(=O)c2ccc(N)cc2)n1,0.2&-0.1,102.0&99.0
CCc1ccc(NC(=O)c2nn(-c3ccc(C)cc3)c(=O)n(C)c2=O)cc1,-0.4,105.0
CCOC(=O)C1CCN(C(=O)CCC(=O)NNc2nc3ccccc3c3nc(-c4ccccc4)nn23)CC1,-0.3,98.0
CCOc1ccc(CN(C)C(=O)CNC(=O)C2CCCCC2)cc1,0.8,106.0
CCN(CC)CCSc1nc2ccccc2c(=S)n1-c1ccccc1,0,101.0
CS(=O)(=O)N/N=C/C=C/c1ccccc1,-0.6,98.0
CCOCCCNC(=O)C(c1ccc(OC)cc1)N(Cc1cccs1)C(=O)c1ccccc1O (configuration not stated),-0.4,101.0
CCOC(=O)/C(C#N)=C/N1CCCC1c1cccs1 (configuration not stated),0.3,103.0
O=C(CN1C(=O)S/C(=C\c2ccccc2)C1=O)N1CCN(c2ccccc2)CC1,0.6,112.0
O=C(N/N=C/c1ccccc1)NC1CCCCC1,-0.2,101.0
